High-throughput results deposited in PubChem BioAssay by National Center for Advancing Translational Sciences (NCATS).
Pf Dd2 growth = qHTS Primary assay for Inhibitors of Plasmodium falciparum Dd2 growth in vitro; 120,000 tested, 4.3% active; P. falciparum Dd2 growth, SYBR Green, 72 h; AID 1347417, 2020; Potency, µM (doses to about 28.9 µM), without a hit: top-dose activity, negative = inhibition, hits mostly inhibitors; active means well fitted inhibition curve with a large enough effect; inconclusive means small, poorly fitted or top-dose-only effect; inactive means no such curve, though single readings can be large or run the other way;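 further: plate controls were DMSO vehicle for no effect and reference drug for full effect; nearly all actives have a fitted effect of over 65% in size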
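Readout: SYBR Green fluorescence, 485 nm excitation, 535 nm emission, after ~16 h lysis at 37C. Before that, Dd2-infected red cells (2.5% hematocrit) grew 72 h with compound, 29 uM top final concentration.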
The depositor's hits bear a star; i = inactive; ? = inconclusive; [ ] = remark or other dose. Potency means the concentration at half of the fitted maximal effect. Only part of the results is shown. The share of hits here may be higher or lower than overall.

Molecule | Pf Dd2 growth
Cc1ccc(-c2cc3c(=O)n(CCNC(=O)c4ccco4)ccn3n2)c(C)c1 | -2%
CC(C)C(=O)N1CCCC(c2nn(C)c(=O)n2C(C)C)C1 (stereo unspecified) | -4%
CC1=NS(=O)(=O)N(Cc2ccccc2)C=C1C(=O)OCc1nc(-c2ccc(C)cc2)no1 | ?
O=C([C@@H]1C[C@H](Oc2cccnc2)CN1C(=O)CC1CCCCC1)N1CCCC1 | i
COc1ccc(CCNC(=O)CN2C(=O)NC(c3ccc(Cl)cc3)C3=C2COC3=O)cc1OC (stereo unspecified) | i
Cc1ncc(CO)c(CN2CCCCC23Cc2ccccc2CNC3=O)c1O (stereo unspecified) | 0%
Cc1noc(C)c1-c1cc2cc(CO)oc2c(-c2ccc(F)c(Cl)c2)n1 | i
CC(C)(C)NC(=O)N1CCC(C(=O)O)CC1 | 75%[activator]
COCC(=O)N1CCN(C(=O)CSCC(=O)O)C[C@H]1C(=O)N[C@H]1CCCNC1=O | -17%[44.1 µM]
COc1ccccc1NC(=O)CCn1cc(-c2nccn2C)nn1 | -10%
Cc1ccc(NC(=O)Cn2c(=O)c3cc(Cl)ccc3n3nncc23)cc1 | 28%
O=C(NCc1ccc(F)cc1)N1CCCCCC1c1nc(-c2ccncc2)no1 (stereo unspecified) | ?
CNCCN1C(=O)CC[C@H]2CN(C(=O)COc3cccnc3)CC[C@H]21 | -10%
Cc1c(C(=O)OC2CCCCC2)[nH]c2c1C(=O)CC(c1ccccc1)C2 (stereo unspecified) | -16%
COc1ccccc1-c1nc2nccc(-c3ccncc3)n2n1 | 6%
O=c1[nH]nc(CNCC2(O)CCCNC2)c2ccccc12 (stereo unspecified) | 3%
CCN(CC)c1cc(CCC(=O)NCCOC)ccn1 | 3%
COC(=O)C1=C(C)N=C2SC=C(CC(=O)N3CCCC3)N2C1c1ccccc1Cl (stereo unspecified) | -12%
O=C1N(C2CCN(Cc3ccncc3F)CC2)C(c2ccncc2)C12CCCCC2 (stereo unspecified) | -24%
CSc1ncc(Cl)c(C(=O)N(Cc2ccc(C)cc2)C2CCS(=O)(=O)C2)n1 (stereo unspecified) | i
COc1cc(CN2CCC(C)(NC(C)=O)CC2)cc(NCc2ccccc2)c1 | i
NCCN1C(=O)CO[C@H](c2ccc(NC(=O)C3CCOCC3)cc2)[C@H]1CO | 5%[44.1 µM]
CS(=O)(=O)N1CCCN(C2CCOCC2)CCNC(=O)CC1c1ccccc1 (stereo unspecified) | ?
CC1=C(c2ccc(C)cc2)S(=O)(=O)N(Cc2ccc(C(=O)NCc3ccccc3)cc2)C1=O | i
CCC(=O)N(C1CCOCC1)C1CCN(S(=O)(=O)c2ccc(F)c(Cl)c2)CC1 | ?
Cc1ccsc1C(=O)N1CCc2nnc([C@@H]3C[C@@H](O)CN3C)n2CC1 | 0%
CNC(=O)[C@@H]1C[C@@H](O)CN1C1CCN(C(=O)c2ccc3ccccc3n2)CC1 | 20%
O=C(c1ccn[nH]1)N1CC=C(c2cnc3cnc(-c4ccccc4)cn23)CC1 | ?
Cc1nc(NCc2nc(C)c3c(n2)CCCC3)cc(C2CC(O)C2)n1 (stereo unspecified) | ?
C[C@H]1[C@@H]2[C@@H](O)C([C@H](C)C(=O)NCc3cccnc3)CC[C@@]2(C)CC[C@@H]1NC(=O)c1ccccc1 (stereo partly specified) | ?
O=C(CCCn1ccnc1)N1CCC2(CCCN(C3CCCC3)C2=O)C1 (stereo unspecified) | 5%
CCOC(=O)c1c(NC(=O)c2ccc(OC)c(OC)c2)sc2c1CCCCC2 | 2%
Cn1ncc2c(NCc3ccc(F)cc3)ncnc21 | 5%
COc1ccc(-c2cc(C(F)(F)F)nc(SCCC(=O)Nc3c(C)cccc3C)n2)cc1 | -23%
COc1ccc(CN2CCNc3cc(Nc4ccccc4)ncc3C2)cc1 | ?
CCOC(=O)C1CCCN(C(=O)C2COC3(CCCCC3)N2C(=O)c2cc(F)cc(F)c2)C1 (stereo unspecified) | -4%
COc1ccccc1CCNC(=O)C1CCN(c2nnc(-n3cccc3CNc3ccc(C)cc3)s2)CC1 | -10%
COc1ccc(C(=O)Nc2nnc(SCc3cc(=O)c4cc(C)ccc4[nH]3)s2)cc1OC | 86%[activator]
COc1ccc(N2CCN(S(=O)(=O)CCNC(=O)C(c3ccccc3)c3ccccc3)CC2)cc1 | -3%
CC#CCn1cc2c3c(cccc31)[C@H](CC(C)C)N[C@H](C(=O)NCc1ccc(OC)cc1)C2 | -30%
Nc1nnnn1CC(=O)N1CC[C@@H]2[C@@H](CCC(=O)N2CCc2cnc[nH]2)C1 | -11%
COC(=O)[C@@H]1CN(C(=O)Nc2ccccc2)CCN1C(C)=O | -8%[44.1 µM]
O=C(NCCc1ccncc1)C1CN(C(=O)COc2ccccc2)CC12CCOCC2 (stereo unspecified) | -9%
COc1ccc(S(=O)(=O)NCCSc2nnnn2-c2ccccc2)cc1OC | i
CCC(C)NC(=O)c1ccc2c(=O)n3c(nc2c1)CCCCC3 (stereo unspecified) | -6%
Cc1cc(CN2CCC(Cc3ccc(F)cc3)CC2)n(C)n1 | ?
CCC(=O)N1CCC2(CC1)OCC(C(=O)NCC(C)C)N2C(=O)c1cccc(OC)c1 (stereo unspecified) | 9%
CO[C@H]1C(=O)N(C2CCN(S(=O)(=O)c3cccc(F)c3)CC2)[C@H]1c1ccncc1 | 8%
COC[C@@H]1CN(C(=O)c2ccc(OC)cc2OC)C[C@H]1C(N)=O | 16%
COCC(=O)NC[C@H]1COCc2nc3cc(C(=O)OC)ccc3n21 | i
O=C(C1CCCC1)N1CCCC(c2nc(C3CCOCC3)no2)C1 (stereo unspecified) | 7%
Cc1sc2cc(C(=O)NCCN3CCOCC3)[nH]c2c1CN1CCCCC1 | i
COc1ccc(NC(=O)C2=CC(c3ccco3)=NS(=O)(=O)N2C)cc1OC | -4%
COCC1CN(S(=O)(=O)c2cc(Cl)ccc2OC)CC12CCNCC2 (stereo unspecified) | -25%
CC1CN2CCCCC2CN1 (stereo unspecified) | 10%[76.6 µM]
CCN(C1CCOCC1)C1CNC1 | -4%
Cc1cc(C)c(Cn2c3ccccc3c3cnn(CC(=O)NCCCc4ccccc4)c(=O)c32)c(C)c1 | ?
O=C(C[C@@H]1CCNC[C@@H]1Cc1cc(-c2ccccc2)on1)NC1CC1 | 11%[44.1 µM]
COc1ccccc1OCC(=O)Nc1c(C(=O)c2ccc(C)cc2)oc2ccccc12 | 13%
Cc1cccc(NC(=O)CSc2nnc(-c3cccs3)o2)c1 | i

Looked up by structure from the list above:
Molecule | Pf Dd2 growth
COC[C@@H]1CN(C(=O)c2ccc(OC)cc2OC)C[C@H]1C(N)=O | 16%
O=C(C1CCCC1)N1CCCC(c2nc(C3CCOCC3)no2)C1 (stereo unspecified) | 7%
Cc1sc2cc(C(=O)NCCN3CCOCC3)[nH]c2c1CN1CCCCC1 | i
Cc1cc(C)c(Cn2c3ccccc3c3cnn(CC(=O)NCCCc4ccccc4)c(=O)c32)c(C)c1 | ?

Going on with the list.
Molecule | Pf Dd2 growth
O=C(c1n[nH]c2c1CCCC2)N1CCC(n2cc(-c3nc(-c4ccccc4)no3)nn2)CC1 | ?
COc1ccc(-c2cc(N3CCC(NC(=O)c4ccc(NC(C)=O)cc4)CC3)n[nH]2)cc1 | ?
Cc1ccc(Nc2c(-c3ccsc3)nc3c(C)cccn23)cc1 | i
COC[C@H]1CCCN1C(=O)C[C@@H]1O[C@H](CNC(=O)NC(C)C)[C@@H](O)[C@H]1O | 35%[activator][44.1 µM]
COc1ccc(NC(=O)c2oc3ccccc3c2NC(=O)Cc2ccc(F)cc2)c(OC)c1 | 24%
O=C(NCc1cccnc1)c1nn(-c2ccc(Cl)cc2)nc1CO | 3%
CS(=O)(=O)c1ccc(OCC2(CNC(=O)c3ccno3)C[C@@H](O)[C@@H](O)C2)cc1 (stereo partly specified) | 19%[44.1 µM]
COc1cccc(CN2Cc3nc(-c4ccc(F)cc4)ccc3OCC2=O)c1 | i
COc1ccc(CNC(=O)N2c3ccccc3CC2c2nc(C3CC3)no2)cc1 (stereo unspecified) | i[5.79 µM]
Cc1cnc(C(=O)N2CCCN(Cc3ccncc3)C(c3ccccc3)CC(=O)NCC2)cn1 (stereo unspecified) | ?
COc1ccc(S(=O)(=O)NCCS(=O)(=O)N2CCN(c3ccccc3F)CC2)cc1 | 57%[activator]
O=C(Cc1ccsc1)N1CCC(c2n[nH]c(=O)n2Cc2ccc(F)cc2)CC1 | -20%
CCOc1ccc(S(=O)(=O)Nc2cccc(C)c2)c2cccnc12 | ?
CCc1noc(-c2cn(C3CCN(C(=O)c4ccc5c(c4)OCO5)C3)nn2)n1 (stereo unspecified) | i
O=C(NCCn1cccn1)c1coc(COc2cccc(C(F)(F)F)c2)n1 | -25%

Reprinted from the part before: 5 compounds, then new ones.
Molecule | Pf Dd2 growth
COc1ccc(S(=O)(=O)NCCS(=O)(=O)N2CCN(c3ccccc3F)CC2)cc1 | 57%[activator]
O=C(Cc1ccsc1)N1CCC(c2n[nH]c(=O)n2Cc2ccc(F)cc2)CC1 | -20%
CCOc1ccc(S(=O)(=O)Nc2cccc(C)c2)c2cccnc12 | ?
CCc1noc(-c2cn(C3CCN(C(=O)c4ccc5c(c4)OCO5)C3)nn2)n1 (stereo unspecified) | i
O=C(NCCn1cccn1)c1coc(COc2cccc(C(F)(F)F)c2)n1 | -25%
COCCCNC(=O)Cn1c(=O)nc(-c2ccccc2)c2ccccc21 | 48%[activator]
O=C(C1CCOCC1)N1CCC(N2CC3CC(C2)[C@H]2CCCC(=O)N2C3)CC1 (stereo partly specified) | -8%
Cc1ccccc1C(c1c(C)n(C)n(-c2ccccc2)c1=O)c1c(C)n(C)n(-c2ccccc2)c1=O | ?
COc1ccc(CCNC(=O)c2noc(-c3ccccc3F)n2)cc1OC | -4%
COCc1nncn1C1CCN(S(=O)(=O)c2ccc(C)c(F)c2)CC1 | ?
COc1ccc(N2CCN(C(=O)c3c4c(nc5ccccc35)C(=O)N(C3CCCCC3)C4)CC2)cc1 | -29%
O=C(Cc1ccccc1)NCCC1CCN(C(=O)Nc2ccc(F)cc2F)CC1 | ?
O=C(CCC1CCN(S(=O)(=O)c2ccccc2F)CC1)NC1CCS(=O)(=O)C1 (stereo unspecified) | -8%
O=C(CC(c1ccccc1)c1ccccc1F)NCc1cccnc1 (stereo unspecified) | -10%
CCc1nn(C(C)C(=O)N2CCN(c3cccc(C(F)(F)F)c3)CC2)c(=O)c2cc3occc3n12 (stereo unspecified) | 30%
COc1ccc(S(=O)(=O)N2CCc3nc4cc[nH]n4c(=O)c3C2)cc1Cl | 33%[activator][5.79 µM]
O=C(NCC1CCCN(C(=O)c2ccccn2)C1)c1ccc(-c2ccccc2)cc1 (stereo unspecified) | -7%
O=c1cc(N2CCOCC2)oc2c(-c3cccc4[nH]ccc34)nccc12 | -18%[44.1 µM]
CN1C(C(=O)Nc2ccc(F)cc2F)=CC(c2cccs2)=NS1(=O)=O | 14%
Cc1cc(C)c(S(=O)(=O)NCC(c2ccco2)N2CCN(c3ccccc3)CC2)c(C)c1 (stereo unspecified) | i
CCC(=O)C1=C(c2cccc([N+](=O)[O-])c2)N(C(=O)CC)n2c(nnc2C2CCCCC2)S1 | 1.4µM*
COc1ccccc1Cn1c(CNS(=O)(=O)c2ccc(Cl)s2)nc2cccnc21 | -27%
CCC(CC)C(=O)NCc1cccnc1Oc1cccc(C(F)(F)F)c1 | ?
COc1ccc(OC)c(CC(=O)N2CCC3(CC2)OCCCC3O)c1 (stereo unspecified) | 7%
COc1ccc(C)cc1NC(=O)CSc1nc(=O)n(Cc2ccco2)c2c1CCC2 | ?
COCC(=O)N(C1CCOCC1)C1CCN(S(=O)(=O)c2ccccc2F)CC1 | ?
CCc1ccc2nc(N(Cc3cccnc3)C(C)=O)sc2c1 | ?
CCC(C)NC(=O)Cc1ccc(NC(=O)N2CCCCc3ccccc32)cc1 (stereo unspecified) | 36%[activator]
Cc1ccc(-c2nc3scc(CCNC(=O)c4cccc(Br)c4)n3n2)cc1 | -4%
c1ccc(Nc2c(-c3c[nH]c4ccccc34)nc3ccccn23)cc1 | ?
COCc1cc(=O)n(CC(=O)Nc2ccc(C(C)C)cc2)c(N2CCOCC2)n1 | ?
Cc1cc(C)n2nc(C(=O)N3CCC4(CC3)C(=O)Nc3ccccc34)cc2n1 | ?
COc1ccccc1NC(=O)Cn1cc(S(=O)(=O)Cc2ccccc2)c2ccccc21 | i
Cc1cnc(C(=O)N2CCCN(C(=O)C3CC3)c3ccccc32)cn1 | -2%
CCCNC(=O)N1CCC(N2C(=O)C(OC)C23CCOCC3)CC1 (stereo unspecified) | 7%
COc1c(C)cccc1C(=O)NCC1CCN(c2cnn(C)c(=O)c2)C1 (stereo unspecified) | -11%
NC(=O)[C@@H]1C[C@H](Oc2cccnc2)CN1S(=O)(=O)c1cccc(F)c1 | 10%
CC(=O)NC[C@H]1OC[C@@H](NCc2cccs2)[C@@H]1O | i
COc1cccc(CCC2CCCNC2)c1 (stereo unspecified) | ?
COc1ccccc1CN1CCc2nc(C(=O)N3CCOCC3)oc2CC1 | -6%[44.1 µM]
Cc1ccc(Cl)cc1-n1ncc2c(NCCC3=CCCCC3)ncnc21 | i
O=C(O)CCn1ncc2cc(OC3CCN(C(=O)COc4ccccc4)CC3)ccc21 | ?
CCC(=O)N1Cc2ccccc2CC2(CCCN2CC2CCCC2)C1 (stereo unspecified) | ?
